# Screens deposited in PubChem BioAssay by National Center for Advancing Translational Sciences (NCATS).
# BAZ2B block – blocks human BAZ2B; Q9UIF8; AlphaScreen BAZ2B-H3K14Ac peptide displacement; Potency, µM (titrated, usually from 114 µM), for inactives: at the highest dose activity change, negative = inhibition, actives largely listed as inhibitors; 360,000 compounds, 4.4% hits; AID 504333; note: % is set by controls: 0 for no effect and ±100 for the full control effect; nearly all actives have a fitted effect of over 60% in size
#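 AlphaScreen displacement of biotin-H3(5-23)K14Ac peptide (50 nM final) from BAZ2B (50 nM final) in PBS pH 7.4, 0.01% Tween-20; complex preformed 30 min RT, then compounds (top 110 uM) 30 min RT, beads 20 min dark.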
# GLS inhibitor – glutaminase GLS (human) inhibition; O94925; GLS enzymatic activity, qHTS titration; Potency, µM (highest dose often 45.5 µM), for inactives: at the top dose activity change, negative = inhibition, usual class: inhibitors; 410,000 compounds, 0.21% hits; AID 624170; note: % is set by controls: 0 for no effect and ±100 for the full control effect
#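 Human kidney-isoform GLS in 45 mM KH2PO4 pH 8.2, 0.02% Tween-20, with compound, started with 1mM L-Glutamine (added stock). Glutamate oxidase/HRP/Amplex red coupled fluorescence read at start and after 30 min at RT.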
# Tb PGK inh – blocks T. brucei phosphoglycerate kinase; P07378; PGK/GAPDH coupled, Kinase-Glo luminescence, 60 min; Potency, µM (doses to about 57.5 µM), without a hit: at the top dose activity change, negative = inhibition, usual class: inhibitors; 380,000 compounds, 0.043% hits; AID 602233; note: % is set by controls: 0 for no effect and ±100 for the full control effect; nearly all actives have a fitted effect of over 60% in size
#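 Luminescent ATP detection (Kinase-Glo Plus) follows a 60-minute room-temperature incubation, with wells lacking PGK as controls. Buffer: 100 mM TEA (pH 7.6), 5 mM MgCl2, 0.01% Tween-20. Coupling enzyme GAPDH (100 nM final) supplies unstable 1,3-BPG in-well.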
# BLM inh – Bloom syndrome helicase (human) inhibition | Potency, µM (highest dose often 56.1 µM), without a hit: at the top dose activity change, negative = inhibition, actives largely listed as inhibitors | AID 2528 | recombinant BLM DNA unwinding, fluorescence dequenching | P54132 | 350,000 compounds, 0.2% hits;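 note: plate controls were vehicle for no effect and no enzyme for full effect; nearly all actives have a fitted effect of over 35% in size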
# Target sequence (P54132 whole entry, looked up): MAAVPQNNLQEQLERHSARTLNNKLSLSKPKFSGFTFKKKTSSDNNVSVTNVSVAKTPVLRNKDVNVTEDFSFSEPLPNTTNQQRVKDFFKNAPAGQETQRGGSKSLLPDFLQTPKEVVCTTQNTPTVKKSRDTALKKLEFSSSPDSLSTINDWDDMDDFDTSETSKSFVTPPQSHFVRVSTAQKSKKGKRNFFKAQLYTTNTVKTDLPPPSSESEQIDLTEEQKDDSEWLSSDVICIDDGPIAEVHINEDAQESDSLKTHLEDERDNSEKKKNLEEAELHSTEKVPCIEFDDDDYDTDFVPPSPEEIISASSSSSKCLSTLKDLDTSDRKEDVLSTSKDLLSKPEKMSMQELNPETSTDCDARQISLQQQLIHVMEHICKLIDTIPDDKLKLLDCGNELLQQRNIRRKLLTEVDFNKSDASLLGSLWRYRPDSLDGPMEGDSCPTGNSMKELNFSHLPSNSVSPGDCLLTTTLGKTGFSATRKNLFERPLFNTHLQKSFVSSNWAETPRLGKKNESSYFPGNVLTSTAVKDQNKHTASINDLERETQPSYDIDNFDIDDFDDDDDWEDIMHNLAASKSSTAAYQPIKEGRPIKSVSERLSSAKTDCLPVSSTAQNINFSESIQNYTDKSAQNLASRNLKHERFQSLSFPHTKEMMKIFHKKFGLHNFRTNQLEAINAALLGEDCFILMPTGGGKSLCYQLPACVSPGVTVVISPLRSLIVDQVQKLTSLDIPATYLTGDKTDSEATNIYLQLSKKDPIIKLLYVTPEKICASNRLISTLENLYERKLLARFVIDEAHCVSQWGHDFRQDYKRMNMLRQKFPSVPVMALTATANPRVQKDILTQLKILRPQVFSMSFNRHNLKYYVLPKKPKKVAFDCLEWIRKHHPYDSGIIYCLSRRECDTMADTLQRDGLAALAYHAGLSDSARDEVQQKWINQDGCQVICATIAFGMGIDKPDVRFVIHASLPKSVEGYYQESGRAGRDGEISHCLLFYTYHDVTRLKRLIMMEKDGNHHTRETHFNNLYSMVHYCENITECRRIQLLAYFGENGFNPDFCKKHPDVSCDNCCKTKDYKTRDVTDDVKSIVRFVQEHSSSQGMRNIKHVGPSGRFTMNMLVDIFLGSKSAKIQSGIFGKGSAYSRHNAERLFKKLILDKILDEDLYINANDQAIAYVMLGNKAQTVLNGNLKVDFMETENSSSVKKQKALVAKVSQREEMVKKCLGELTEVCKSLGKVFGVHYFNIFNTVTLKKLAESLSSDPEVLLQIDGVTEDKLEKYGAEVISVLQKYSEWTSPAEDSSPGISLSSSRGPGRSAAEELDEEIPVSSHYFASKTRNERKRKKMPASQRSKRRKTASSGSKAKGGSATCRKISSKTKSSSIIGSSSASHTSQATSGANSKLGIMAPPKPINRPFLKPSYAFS
# POLI inh – DNA polymerase iota (human) inhibition; Q9UNA4; Pol iota fluorescent replication assay, 10 min; 390,000 compounds, 1% hits; Potency, µM (series often up to 115 µM), inactives show at the top dose activity, negative = inhibition, actives largely listed as inhibitors
#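 Fluorescent replication assay read twice, at 0 min and 10 min after adding 50 nM (final) substrate. Enzyme (10 nM) and compounds were first incubated 15 min at room temperature; enzyme-free buffer wells were negative controls.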
# JMJD2A Tudor – inhibitors of human JMJD2A Tudor domain. O75164. 390,000 compounds, 4.4% hits. Potency, µM (doses to about 114 µM), without a hit: at the highest dose activity change, negative = inhibition, most hits filed as inhibitors. AlphaScreen JMJD2A-Tudor / H3K4me3 peptide binding; note: % is set by controls: 0 for no effect and ±100 for the full control effect; nearly all actives have a fitted effect of over 50% in size
# Pin1 inh – human Pin1 inhibition. Q13526. Pin1 FP peptide displacement, HiFluor488, 10 min. Potency, µM (highest dose often 115 µM), for inactives: top-dose activity, negative = inhibition, hits mostly inhibitors. 390,000 compounds, 0.009% hits. AID 504891; active = well fitted inhibition curve with a large enough effect in the polarisation, with a control signal flat, not every such curve was filed as active; inconclusive = small, poorly fitted or top-dose-only effect, or effect the other way, or a change in a side signal; inactive = no such curve, though single readings can be large or run the other way; the % refers to the polarisation; note: % is set by controls: 0 for no effect and ±100 for the full control effect
# G9a inh – inhibitors of human histone lysine methyltransferase G9a | Q96KQ7 | G9a H3K9 monomethylation, AlphaScreen, 2 h | Potency, µM (doses to about 102 µM), without a hit: at the highest dose activity, negative = inhibition, most hits filed as inhibitors | 350,000 compounds, 8.8% hits; note: % is set by controls: 0 for no effect and ±100 for the full control effect; nearly all actives have a fitted effect of over 75% in size
#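 G9a (20 nM) preincubated 15 min RT with compounds, then 500 nM biotinylated H3K9 peptide and 20 uM SAM added; 2 h RT reaction. Monomethyl-H3K9 product detected by AlphaScreen with anti-H3K9me1 antibody, streptavidin donor and anti-rabbit IgG acceptor beads.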
# HP1b chromo inh – HP1-beta chromodomain-methylated histone interaction inhibition; P83916; AlphaScreen HP1-beta / biotin-H3K9me3 peptide binding; Potency, µM (series often up to 114 µM), inactives show at the highest dose activity change, negative = inhibition, actives largely listed as inhibitors; 390,000 compounds, 0.56% hits; AID 540317; note: nearly all actives have a fitted effect of over 70% in size; inactives centre near 23
#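 HP1-beta protein (50 nM final) preincubated 30 min at room temperature with biotinylated H3(1-18)K9me3 peptide (50 nM) in PBS pH 7.4, 0.01% Tween-20, then compound added for 30 min. AlphaScreen streptavidin donor/nickel chelate acceptor beads (10 ug/mL final), 30 min dark, luminescence read.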
# An asterisk follows results filed as active; i = inactive; ? = inconclusive; / = not tested or not shown; [ ] = dose if it differs, or a comment. Unless noted, calls come from the whole dose curve; as a rule, active = well fitted curve in the direction sought with a large enough effect; inconclusive = small, poorly fitted or top-dose-only effect, or another doubt; inactive = no such curve, though single readings can be large; an effect the other way counts as inactive or inconclusive. Potency is the fitted concentration of half-maximal effect. These rows are one share of the data, so the mix of outcomes need not match the whole.
SMILES,BAZ2B block,GLS inhibitor,Tb PGK inh,BLM inh,POLI inh,JMJD2A Tudor,Pin1 inh,G9a inh,HP1b chromo inh
Cc1cc(C)c2c3c(sc2n1)C(=O)N(c1ccccc1)CC(=O)N3,3.1%,-0.2%,2.5%,-1.9%,47.0%[activator],-2.8%,-2.8%,34.8%[59 µM],28.6%
O=C(CSc1ccc(F)cc1)Nc1ccc(N2CCOCC2)c(Cl)c1,-0.7%,0.0%,0.2%,-3.9%,-2.3%,-13.1%,3.4%,/,8.1%
C=CCOc1cccc(CNc2cccc(C(=O)O)c2)c1,?,40.9%[activator],3.1%,-1.7%,19.0%,3.0%,-1.9%,-40.3%,19.5%[57 µM]
CCn1nnc(NC(=O)C(C)Oc2ccc(Cl)cc2Cl)n1 (centres undefined),-24.1%,-1.2%,-3.0%,1.1%,15.5%,6.7%,4.1%,2.4%,31.0%
COC(=O)c1c(NC(=O)c2cnccn2)sc2c1CCC2,-14.2%,-6.8%,-4.5%,-2.0%,32.8%[activator],-7.5%,-0.9%,19.9%[2.33 µM],43.2%[activator]
COc1ccc(C(=O)Nc2ccc(NC(=O)c3ccco3)cc2)cc1,-0.5%,-1.0%,0.3%,-4.7%,-15.2%,-8.5%,12.5%,10.0%,125.7%[activator]
CCCc1cc(=O)[nH]c(SCC(=O)Nc2nc3ccc(OCC)cc3s2)n1,3.9%,1.2%,-7.4%,-9.0%,?,-17.2%,13.2%,-8.1%[0.501 µM],32.1%
O=C(Cn1cnc2c(cnn2-c2ccc(F)cc2)c1=O)NCC1CCCO1 (centres undefined),-0.5%,3.7%,9.4%,1.0%,5.2%,-1.5%,0.3%,10.2%,43.0%[activator]
CCc1ccc(NC(=O)c2ccc3c(O)c(S(=O)(=O)c4ccccc4)c(=O)[nH]c3c2)cc1,-20.6%,37.8%[activator],-17.2%,0.9%,-4.8%,-22.0%,-7.6%,-16.3%[59 µM],32.1%
O=C(Cc1cccc2ccccc12)NCCc1ccccc1,11.2%,-4.8%,i,-8.1%,149.5%[activator],-3.4%,0.5%,-4.9%,39.7%[activator]
O=C(CCCc1ccccc1)N1CCc2ccccc21,34.0%,21.1%,3.5%,-2.8%,24.1%,63.5%[activator],2.0%,130.3%[activator],90.6%[activator]
CC(C)(C)c1ccc(OCC(=O)Nc2ccc(S(=O)(=O)Nc3ncccn3)cc2)cc1,-2.3%,15.1%,3.6%,0.1%,6.3%,-25.9%,1.4%,-7.5%[59 µM],45.4%[activator]
CCc1cc2ccc(C)cc2nc1SCC(=O)c1ccc(NC(C)=O)cc1,-31.7%,4.8%,-8.2%[11.5 µM],-6.6%,?,-17.9%,?,33.9%[59 µM],13.5%
CC(OC(=O)c1cccs1)C(=O)NCC1CCCO1 (centres undefined),-5.9%,-9.8%,-1.7%,-4.1%,?,-5.9%,0.7%,18.3%[12.7 µM],0.9%
CCCCC(=O)Nc1cc(OCC)c(NC(=O)c2ccccc2[N+](=O)[O-])cc1OCC,-0.8%,-2.6%,i,-1.7%,4.1%,-9.4%,0.3%,7.9%[12.7 µM],21.8%
CC(=O)Nc1ccc(C(=O)NNS(=O)(=O)c2ccc(C)cc2)cc1,50.1µM*,16.2%,-0.4%,-1.5%,26.3%,8.9%,3.7%,20µM*,33.3%
Oc1c(C(c2ccccc2F)N2CCOCC2)sc2nc(-c3ccco3)nn12 (centres undefined),6.3%,3.0%,0.8%,2.0%,-13.5%,-1.3%,-6.0%,15.0%[59 µM],52.6%[activator]
Cc1ccc2cc3cc(C(=O)Nc4ccc(F)cc4Cl)oc3nc2c1,-2.6%,8.4%,6.6%,-15.5%,-15.5%,-16.1%,19.7%,21.9%[59 µM],18.1%[57 µM]
COc1ccc(C(=O)NCC(c2cccnc2)N2CCc3ccccc3C2)cc1OC (centres undefined),5.01µM*,-1.4%,i,-3.5%,30.4%[activator],31.6µM*,2.4%,4.47µM*,-21.3%
Cc1ccccc1OCc1nc2c3cnn(-c4ccccc4Br)c3ncn2n1,-2.2%,6.5%,/,1.9%,0.9%,-5.9%,-0.8%,-5.0%[59 µM],36.8%[activator]
CN(C)c1nc(-c2ccccc2)ns1,0.4%,-6.0%,-7.1%,-0.5%,5.6%,24.1%,-7.4%,13.7%,39.1%[activator]
Cc1cccc(NC(=O)c2cccc(N3C(=O)C4CCC(C)CC4C3=O)c2)c1C (centres undefined),-4.9%,10.6%,-4.7%,-3.4%,8.5%,-8.3%,-8.6%,/,19.9%
CCCCOc1cccc(NC(=O)CSc2nccn2C)c1,-37.1%,0.3%,1.9%,0.0%,21.8%,?,4.5%,3.6%[12.7 µM],-5.7%
Cc1c(C(=O)Nc2ccc(Nc3ccccc3)cc2)cccc1[N+](=O)[O-],?,2.3%,-3.5%,-12.1%,-19.8%,?,2.6%,39.8µM*,-20.8%
CCOC(=O)c1sc2nc3c(SCCC#N)cc(C(=O)c4cc(F)ccc4O)cn3c(=O)c2c1C,-23.3%,23.4%,-0.4%,-8.8%,29.1%,-26.0%,?,?,13.3%
Cc1ccc(C)c(S(=O)(=O)Nc2ccc(C(=O)NCCCN3CCCC3=O)cc2)c1,-1.6%,3.7%,-4.4%,-3.9%,10.6%,-2.2%,8.0%,/,26.5%
CCOC(=O)c1ccc(NC(=O)CN(C)S(=O)(=O)c2ccc(Br)s2)cc1,7.9%,-6.5%,3.6%,-4.2%,155.9%[activator],-2.4%,-1.0%,3.5%,37.3%
CC(=O)Nc1ccc(C2(c3ccc(NC(C)=O)cc3)C(=O)Nc3ccccc32)cc1,-17.2%,-11.0%,-3.2%,-1.9%,-22.5%,-15.6%,7.9%,?,33.1%
COc1ccc(NC(=O)CO/N=C2\CCCc3nonc32)cc1,12.9%,10.7%,-8.9%,2.0%,19.4%,-18.0%,1.2%,8.4%[59 µM],25.0%
Cc1c(C(=O)NCCc2ccc(Cl)cc2)sc2nc3n(c(=O)c12)CCC3,-2.5%,2.1%,7.9%,-1.2%,-12.7%,-11.7%,6.7%,/,20.4%
CCN1CCN(c2nc(Nc3cccc(F)c3)nc(N)c2[N+](=O)[O-])CC1,-12.1%,-5.2%,9.1%,4.4%,132.1%[activator],-7.1%[57.1 µM],1.1%,?,29.9%
Cc1cc(NC(=O)CSc2c(C)[nH]c3ccccc23)no1,-7.9%,17.3%,-6.1%,-1.8%,-3.9%,-13.2%,14.0%,50.1µM*,37.3%
CCOC(=O)CSc1nc2c(c(=O)n1-c1ccc(OCC)cc1)SCC2,8.9%,-1.2%,/,-1.7%,71.9%[activator],-7.4%,-0.5%,20.6%[59 µM],25.6%
CC(C)(C)CN1CCNC(=O)C1CC(=O)NCCc1cnn(-c2ccccc2)c1 (centres undefined),-10.7%,8.1%,i,2.9%,71.7%[activator],-20.3%,2.2%,7.6%[0.501 µM],29.1%
O=C(c1cc(-c2ccccc2Cl)nc2ccccc12)N1CCN(c2ccccn2)CC1,/,-0.4%,1.5%,/,-15.4%,-11.4%,6.5%,/,22.7%
CCOc1ccc(S(=O)(=O)N2CCCCC2)cc1NC(=O)C1CCC1,-4.2%,17.5%,i,/,13.8%,-1.4%,-6.0%,6.9%,17.6%
O=C(Cn1nc(Cc2cccnc2)c2ccccc2c1=O)Nc1cccnc1Cl,-10.5%,4.9%,i,-8.5%,14.2%,-16.5%,1.3%,3.5%,9.1%
COc1cc(/C=C2\C(=N)N3N=C(C)SC3=NC2=O)cc(Cl)c1OCCOc1ccc(NC(C)=O)cc1,79.4µM*,-2.0%,-10.9%,-6.8%,?,-6.4%,?,-1.6%,13.5%
O=C(c1cc2cc(Br)ccc2o1)N1CCN(c2ccccc2)CC1,-8.1%,11.8%,0.6%,-3.2%,13.0%,-17.9%,-3.6%,/,27.8%
CCN1C(=O)/C(=C\N(C)C)S/C1=N\S(=O)(=O)c1ccccc1,-17.6%,36.8%,-5.0%,-2.2%,81.0%[activator],?,2.0%,-0.1%,-11.5%

# Compound profiles (already shown). Screens in order: BAZ2B block	GLS inhibitor	Tb PGK inh	BLM inh	POLI inh	JMJD2A Tudor	Pin1 inh	G9a inh	HP1b chromo inh
# Listed for `CCc1ccc(NC(=O)c2ccc3c(O)c(S(=O)(=O)c4ccccc4)c(=O)[nH]c3c2)cc1` : -20.6%	37.8%[activator]	-17.2%	0.9%	-4.8%	-22.0%	-7.6%	-16.3%[59 µM]	32.1%
# Listed for `CC(=O)Nc1ccc(C2(c3ccc(NC(C)=O)cc3)C(=O)Nc3ccccc32)cc1` : -17.2%	-11.0%	-3.2%	-1.9%	-22.5%	-15.6%	7.9%	?	33.1%
# Listed for `O=C(Cc1cccc2ccccc12)NCCc1ccccc1` : 11.2%	-4.8%	i	-8.1%	149.5%[activator]	-3.4%	0.5%	-4.9%	39.7%[activator]

# (continued)
SMILES,BAZ2B block,GLS inhibitor,Tb PGK inh,BLM inh,POLI inh,JMJD2A Tudor,Pin1 inh,G9a inh,HP1b chromo inh
O=C(O)c1cccc2[nH]c(C(F)(F)F)nc12,56.2µM*,7.8%,9.4%,2.7%,-12.2%,31.6µM*,3.0%,39.8µM*,-8.0%
CCOc1ccc(C2CC(=O)c3c([nH]c(C(=O)OC)c3C)C2)cc1OC (centres undefined),-6.0%,2.5%,-7.5%,-10.1%,13.3%,-32.0%,21.3%,-0.3%[59 µM],8.5%
CC1Cc2ccccc2N1c1ncnc2c1nnn2Cc1ccccc1 (centres undefined),37.2%[activator],-5.2%,i,-2.1%,28.2%,-1.9%,6.0%,33.3%,26.7%
COCCn1c(=S)[nH]c2cc(C(=O)N3CCC(C(N)=O)(N4CCCCC4)CC3)ccc2c1=O,-36.3%,10.2%,5.9%,-0.1%,13.0%,?,-6.0%,35.5µM*,44.2%[activator]
